# Compound activity (PubChem BioAssay)
# MEP2-GFP yeast: modulators of TOR pathway MEP2-GFP in S. cerevisiae; S. cerevisiae MEP2-GFP strain, flow cytometry GFP, 3 h; 100% = DMSO control level; GFP response vs DMSO, % at 10 µM; 330,000 tested, 0.51% active;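 active = GFP response versus DMSO above a set limit, roughly screen mean plus 3 SD, cut at about 180% in these data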;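 also: median GFP fluorescence of the barcode-gated MEP2-GFP cells per well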
# AGP1 TOR yeast: alters AGP1-GFP fluorescence in TOR pathway yeast screen. S. cerevisiae AGP1-GFP multiplex flow cytometry, 3 h; GFP as percent of DMSO wells. GFP response vs DMSO, % at 10 µM. 320,000 tested, 0.02% active;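 active = GFP response relative to DMSO above a set limit, near screen average plus 3 SD, cut at about 150% in these data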;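 also: median GFP channel fluorescence of the gated AGP1 strain per well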
# CIT2-GFP yeast: yeast TOR pathway CIT2-GFP modulation | 320,000 tested, 0.065% active | S. cerevisiae CIT2-GFP strain, flow cytometry, 3 h; 100 means same as DMSO wells | GFP response vs DMSO, % at 10 µM;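 active = GFP response relative to DMSO above a set limit, near the screen mean plus 3 SD, cut at about 150% in these data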;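 also: ratio of well median GFP fluorescence to mean of DMSO wells on the plate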
# proCasp7 act: counter-screen for procaspase-3 activators: activators of human procaspase-7; P55210; recombinant procaspase-7, Ac-DEVD-pNA absorbance 405 nm; D23A/D198A/D206A triple mutant, cannot self-cleave; scale: DMSO 0, 5 µM enzyme 100; activation, % at 8.5 µM; 330,000 tested, 0.093% active; AID 463210;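 active = percent activation above the screen-wide mean plus 3 SD, cut at about 25% in these data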
# Target sequence (P55210 whole entry D23A/D198A/D206A): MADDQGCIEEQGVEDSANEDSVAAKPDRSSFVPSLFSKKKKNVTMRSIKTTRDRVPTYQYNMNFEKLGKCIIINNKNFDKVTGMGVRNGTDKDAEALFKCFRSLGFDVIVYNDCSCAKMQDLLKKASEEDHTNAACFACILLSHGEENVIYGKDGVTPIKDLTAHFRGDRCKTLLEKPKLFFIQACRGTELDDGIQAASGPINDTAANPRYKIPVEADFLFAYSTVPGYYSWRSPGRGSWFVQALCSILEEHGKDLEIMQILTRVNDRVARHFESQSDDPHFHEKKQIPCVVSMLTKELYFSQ
#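 buffer or medium = Zinc-free HEPES/NaCl buffer, pH 7.4 | material = Procaspase-7 triple mutant (PC-7 D3A) | input = 2 µM procaspase-7 mutant as dispensed | signal = Epi-absorbance of released pNA at 405 nm, two timepoints | timing = 1 h preincubation, 2 h reaction | replicates = singlicate compound testing | evaluation = % activation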
# proCasp3 act: procaspase-3 (human) activation | P42574 | recombinant procaspase-3 D3A, Ac-DEVD-pNA absorbance 405 nm | activation, % at 8.5 µM | 330,000 tested, 0.11% active | AID 463141;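 active = activation above the mean of all tested compounds plus 3 SD, cut at about 21% in these data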;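 also: 0% = DMSO alone and 100% = DMSO wells spiked with extra 5 µM PC-3 D3A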
# Target sequence (P42574 whole entry D9A/D28A/D175A): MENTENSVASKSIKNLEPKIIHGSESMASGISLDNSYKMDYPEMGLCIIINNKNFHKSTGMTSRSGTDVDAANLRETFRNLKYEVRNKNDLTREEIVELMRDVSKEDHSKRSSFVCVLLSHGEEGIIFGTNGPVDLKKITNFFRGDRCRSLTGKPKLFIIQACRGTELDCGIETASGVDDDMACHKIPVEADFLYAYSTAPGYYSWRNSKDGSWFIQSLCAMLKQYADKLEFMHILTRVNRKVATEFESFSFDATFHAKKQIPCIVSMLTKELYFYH
#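 Compound: 8.5 µM single point, 0.8% DMSO / Material: Autoprocessing-dead procaspase-3 D3A mutant enzyme / Timing: 1 h preincubation plus 2 h reaction at 25 °C / Medium: Zinc-free HEPES/NaCl buffer with 0.01% Triton X-100 at pH 7.4 / Technique: 405 nm absorbance of p-nitroaniline, reads at 0 and 120 min / Repeats: one well per compound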
# LAP4-GFP MLPCN: yeast TOR pathway LAP4-GFP modulation; GFP response vs DMSO, % at 10 µM; S. cerevisiae LAP4-GFP multiplex, flow cytometry GFP, 3 h; median GFP as percent of DMSO wells; 320,000 tested, 0.34% active;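 active = GFP response vs DMSO above a set limit, about the screen mean plus 3 SD, cut at about 150% in these data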
# RPL19A-GFP yeast: yeast TOR pathway RPL19A-GFP modulation; 330,000 tested, 0.3% active; S. cerevisiae RPL19A-GFP strain, flow cytometry, 3 h; active compounds read low; percent response vs DMSO, % at 10 µM;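 active = percent response vs DMSO below 50%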;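 also: median channel GFP fluorescence of the barcoded RPL19A-GFP strain; ratio of sample median GFP to plate DMSO average so 100% = DMSO; lower means less RPL19A-GFP as with rapamycin TOR inhibition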
# AHR activator: human AHR activation; AHR-responsive luciferase reporter cells, luminescence; AID 2796; activation, % at 5 µM; 320,000 tested, 2.5% active; P35869; in the data active = activation above about 47%;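 also: 0% = vehicle wells and 100% = reference agonist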
# An asterisk follows results filed as active; · = not tested or not shown. Outcome played no part in choosing rows. About 3.5% of those tested had a hit in this group.
# Key to letters – A = MEP2-GFP yeast; B = AGP1 TOR yeast; C = CIT2-GFP yeast; D = proCasp7 act; E = proCasp3 act; F = LAP4-GFP MLPCN; G = RPL19A-GFP yeast; H = AHR activator
Cc1cc(C)n(CCCNC(=O)CCNS(=O)(=O)c2ccccc2C(F)(F)F)n1
  A: 98 | B: 100 | C: 101 | D: -6 | E: 2 | F: 99 | G: 90 | H: -1
COc1cc2[nH]c(=O)n(CCCCCC(=O)NCCc3c[nH]c4ccccc34)c(=O)c2cc1OC
  A: 94 | B: 99 | C: 93 | D: -7 | E: 3 | F: 98 | G: 97 | H: 6
CCCCC(=O)Nc1nc(C)c(-c2csc(Nc3cc(OC)ccc3OC)n2)s1
  A: 86 | B: 95 | C: 103 | D: 0 | E: 1 | F: 107 | G: 100 | H: 85*
CC1CC(C)CN(C(=O)COC(=O)c2nccnc2N)C1 (configuration not stated)
  A: 101 | B: 105 | C: 104 | D: 7 | E: -1 | F: 104 | G: 98 | H: 0
CC(=O)c1ccc(S(=O)(=O)N2CCC(c3nc4ccccc4[nH]3)CC2)cc1
  A: 82 | B: 96 | C: 95 | D: 3 | E: 2 | F: 96 | G: 97 | H: -1
Cc1ccc(C)c(S(=O)(=O)N(C)C2(C)CCS(=O)(=O)C2)c1 (configuration not stated)
  A: 99 | B: 113 | C: 106 | D: 1 | E: 2 | F: 105 | G: 98 | H: 0
O=C(Oc1ccccc1)c1ccc2nsnc2c1
  A: 101 | B: 95 | C: 97 | D: -13 | E: 5 | F: 103 | G: 101 | H: 11
O=C1Nc2ccccc2N(O)N1c1ccc(S(=O)(=O)N2CCCCCC2)cc1
  A: 99 | B: 97 | C: 102 | D: -2 | E: 1 | F: 85 | G: 99 | H: 9
CCOC(=O)c1cnc(-c2ccccc2)nc1C(F)(F)F
  A: 102 | B: 102 | C: 99 | D: -1 | E: 7 | F: 99 | G: 108 | H: 0
NNC(=O)CS(=O)(=O)CS(=O)(=O)CC(=O)NN
  A: 101 | B: 101 | C: 98 | D: 1 | E: -2 | F: 99 | G: 99 | H: 0
CNS(=O)(=O)c1ccc2c(c1)oc(=O)c1cc(S(=O)(=O)NC)ccc12
  A: 100 | B: 105 | C: 102 | D: 7 | E: 5 | F: 108 | G: 103 | H: -1
CCc1ccc(-n2c(SCC(=O)N3Cc4ccccc4CC3C(=O)O)nnc2-c2ccncc2)cc1 (configuration not stated)
  A: 102 | B: 106 | C: 100 | D: -3 | E: 4 | F: 101 | G: 101 | H: -1
COc1ccccc1C1CC(c2cccs2)=Nc2ccccc2S1 (configuration not stated)
  A: 102 | B: 101 | C: 94 | D: -35 | E: -31 | F: 102 | G: 102 | H: 102*
Cc1ccc(S(=O)(=O)N2CCCC2C(=O)n2nc(C)cc2C)cc1 (configuration not stated)
  A: 97 | B: 96 | C: 101 | D: 3 | E: 7 | F: 94 | G: 98 | H: -1
COc1ccc(-c2cn3cc([N+](=O)[O-])ccc3n2)cc1OC
  A: 99 | B: 79 | C: 67 | D: -1 | E: -9 | F: 92 | G: 97 | H: -5
COc1cccc(-c2cc(C(=O)NCC3CCCO3)on2)c1 (configuration not stated)
  A: 110 | B: 102 | C: 107 | D: 1 | E: 1 | F: 105 | G: 105 | H: 4
COc1ccccc1NS(=O)(=O)c1ccc2oc(SC(C)C(=O)N3CCNC3=O)nc2c1 (configuration not stated)
  A: 102 | B: 101 | C: 100 | D: 1 | E: 2 | F: 103 | G: 97 | H: -2
Cc1ccc(Nc2nc(N)nc(CSc3nccn3C)n2)c(C)c1
  A: 99 | B: 101 | C: 103 | D: 15 | E: 1 | F: 96 | G: 100 | H: 48*
Nc1c(Cl)cc(C2=NCCn3c2c2ccccc2[n+]3[O-])cc1Cl
  A: 99 | B: 89 | C: 89 | D: -3 | E: 10 | F: 128 | G: 100 | H: 85*
N#CCSc1nnc(-c2ccccc2)c(-c2ccccc2)n1
  A: 105 | B: 88 | C: 111 | D: 4 | E: -2 | F: 99 | G: 98 | H: 1
CCC1CCCCN1C(=O)COc1ccc(F)cc1 (configuration not stated)
  A: 93 | B: 105 | C: 111 | D: -11 | E: 3 | F: 107 | G: 92 | H: 2
Cc1ccnc(N/C=C/C(=O)c2ccc(Br)cc2)c1
  A: 111 | B: 88 | C: 90 | D: · | E: · | F: 94 | G: 102 | H: ·
C=CCN=C1SC(CC)C(=O)N1S(=O)(=O)c1ccc(C)cc1 (configuration not stated)
  A: 105 | B: 106 | C: 100 | D: -11 | E: -9 | F: 107 | G: 105 | H: 3
Cc1cc2c(cc1S(=O)(=O)N(C)Cc1ccccc1)n(C)c(=O)c(=O)n2C
  A: 100 | B: 101 | C: 100 | D: 5 | E: 14 | F: 99 | G: 101 | H: -1
Cc1ccc(OCC(=O)N(C)CC(=O)Nc2ccc(N3CCOCC3)cc2)cc1
  A: 103 | B: 111 | C: 98 | D: 8 | E: -6 | F: 111 | G: 100 | H: 1
CCn1c(=N)c(S(=O)(=O)c2ccc(C)cc2)cc2c(=O)n3ccccc3nc21
  A: 97 | B: 98 | C: 100 | D: -26 | E: -25 | F: 102 | G: 96 | H: 5
Cc1cccc(NC(=O)C2CC(=O)n3ncnc3N2)c1 (configuration not stated)
  A: 97 | B: 110 | C: 116 | D: 3 | E: -5 | F: 111 | G: 104 | H: 4
NC(=O)c1c(NC(=O)C2c3ccccc3Oc3ccccc32)sc2c1CCCCC2
  A: 94 | B: 91 | C: 87 | D: -6 | E: -7 | F: 100 | G: 100 | H: 3

# In the list so far, 7 have two or more sulfur atoms:
# Key to letters – A = MEP2-GFP yeast; B = AGP1 TOR yeast; C = CIT2-GFP yeast; D = proCasp7 act; E = proCasp3 act; F = LAP4-GFP MLPCN; G = RPL19A-GFP yeast; H = AHR activator
CCCCC(=O)Nc1nc(C)c(-c2csc(Nc3cc(OC)ccc3OC)n2)s1
  A: 86 | B: 95 | C: 103 | D: 0 | E: 1 | F: 107 | G: 100 | H: 85*
Cc1ccc(C)c(S(=O)(=O)N(C)C2(C)CCS(=O)(=O)C2)c1 (configuration not stated)
  A: 99 | B: 113 | C: 106 | D: 1 | E: 2 | F: 105 | G: 98 | H: 0
NNC(=O)CS(=O)(=O)CS(=O)(=O)CC(=O)NN
  A: 101 | B: 101 | C: 98 | D: 1 | E: -2 | F: 99 | G: 99 | H: 0
CNS(=O)(=O)c1ccc2c(c1)oc(=O)c1cc(S(=O)(=O)NC)ccc12
  A: 100 | B: 105 | C: 102 | D: 7 | E: 5 | F: 108 | G: 103 | H: -1
COc1ccccc1C1CC(c2cccs2)=Nc2ccccc2S1 (configuration not stated)
  A: 102 | B: 101 | C: 94 | D: -35 | E: -31 | F: 102 | G: 102 | H: 102*
COc1ccccc1NS(=O)(=O)c1ccc2oc(SC(C)C(=O)N3CCNC3=O)nc2c1 (configuration not stated)
  A: 102 | B: 101 | C: 100 | D: 1 | E: 2 | F: 103 | G: 97 | H: -2
C=CCN=C1SC(CC)C(=O)N1S(=O)(=O)c1ccc(C)cc1 (configuration not stated)
  A: 105 | B: 106 | C: 100 | D: -11 | E: -9 | F: 107 | G: 105 | H: 3
